Assay outcomes (PubChem BioAssay)
NadD inh = inhibitors of S. aureus NadD, primary screen, biochemical, colorimetric, uHTS. 0.78% of 360,000 active. inhibition, % at 20 µM. Nicotinate-nucleotide adenylyltransferase NadD (Staphylococcus aureus N315). purified NadD enzyme, colorimetric absorbance read-out; in the data active = inhibition above about 26%; note: some compounds past the cut are filed as inactive
CSN inh = inhibitors of CSN-mediated cullin deneddylation, primary screen, biochemical, fluorescence polarization, uHTS | COP9 signalosome complex subunit 5 (Homo sapiens), Q92905 | Purified CSN, SCF-Nedd8-OG deneddylation | inhibition, % at 12.5 µM | 0.38% of 360,000 active | AID 651999, 2013;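 active = pattern-corrected inhibition above about 35%, with an unprinted fluorescence ratio check between 0.5 and 1.5, limit read from the data, passing the limit was not always enough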;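 note: 0% = enzyme with substrate and 100% = substrate without enzyme; some results filed as inactive read as strong as hits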
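Assay system: HEK293T-derived human Csn5 enzyme; quantity: 0.24 nM enzyme; medium: Tris/NaCl/DTT buffer, pH 7.5; also added: substrate SCFSkp2-Nedd8OG, 10 nM; doses: 12.5 µM compound; schedule: 90 min reaction at room temperature; signal: FP; read-out: % inhibition of substrate cleavage by Csn5; benchmarks: substrate-only high control, full reaction low control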
STEP inh = STEP phosphatase inhibitors, primary screen, biochemical, fluorescence intensity, uHTS | recombinant STEP, OMFP fluorogenic substrate | AID 588621, 2011 | 0.25% of 360,000 active | inhibition, % at 20 µM | Tyrosine-protein phosphatase non-receptor type 5 (Homo sapiens), P54829;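 active = inhibition at 20 µM, scaled per plate between control wells, above about 37%, limit read from the data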;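 note: 0% = DMSO with enzyme and substrate and 100% = substrate only without enzyme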
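Assay system: isolated STEP enzyme. Buffer or medium: pH 6.0 Bis-Tris with DTT and Tween 20. Also added: fluorogenic phosphatase substrate OMFP at 25 µM final. Dosing: 20 µM, 1% DMSO. Timing: 20 min reaction, room temperature, in the dark. Measured by: fluorescence intensity, excitation 480 nm, emission 540 nm. Evaluation: normalized % inhibition.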
DNMT1 block = human DNMT1 methyltransferase inhibitors, primary screen, biochemical, molecular beacon, fluorescence, HinP1I cleavage, uHTS; inhibition (reported as % activation of signal), % at 10 µM; AID 588458, 2011; 0.83% of 360,000 active; DNA (cytosine-5)-methyltransferase 1 (Homo sapiens), P26358; in the data active = inhibition above about 50%
Rpn11 block = Rpn11 (PSMD14) deubiquitinase inhibitors, primary screen, biochemical, fluorescence polarization, uHTS. 26S proteasome non-ATPase regulatory subunit 14 (Homo sapiens), O00487. human 26S proteasome, Ub4-pepOG fluorescence polarization; 20S core pre-blocked with epoxomicin. calls only at 20 µM. 0.59% of 360,000 active. AID 588493, 2011;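 active = inhibition at 20 µM, scaled to each plate's controls, above about 33%, limit read from the data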
Target sequence (O00487 whole entry, looked up): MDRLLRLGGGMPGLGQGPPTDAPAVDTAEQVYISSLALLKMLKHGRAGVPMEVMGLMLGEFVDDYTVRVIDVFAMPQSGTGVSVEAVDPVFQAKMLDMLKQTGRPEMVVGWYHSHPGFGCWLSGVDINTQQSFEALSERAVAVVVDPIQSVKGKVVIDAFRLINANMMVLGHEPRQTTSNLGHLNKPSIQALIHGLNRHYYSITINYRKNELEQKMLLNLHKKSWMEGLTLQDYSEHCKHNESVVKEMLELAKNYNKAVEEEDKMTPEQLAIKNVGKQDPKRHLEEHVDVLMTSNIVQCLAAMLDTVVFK
Scp-1 inhibitor = Scp-1 phosphatase inhibitors, primary screen, biochemical, colorimetric, uHTS. Carboxy-terminal domain RNA polymerase II polypeptide A small phosphatase 1 (Homo …. Recombinant Scp1, phosphopeptide, malachite green phosphate absorbance. inhibition, % at 20 µM. 0.88% of 340,000 active;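 active = inhibition above about 50% at 20 µM, limit read from the data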;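 note: plate controls were DMSO wells with enzyme for no effect and wells lacking enzyme for full effect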
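Material – SCP-1 phosphatase catalytic domain, residues 76-261 · Buffer or medium – Acidic Tris acetate buffer with magnesium and detergent · Also added – Phospho 17-mer peptide substrate · Compound – single 20 µM dose, 1% DMSO · Times – 45 min room-temperature reaction, 5 min colour, 30 min stabiliser · Technique – Phosphate-binding colour reagent, absorbance read at 630 nm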
SUMO1-SIM PPI = modulators of SUMO1 protein-protein interactions, primary screen, biochemical, uHTS | inhibition, % at 20 µM | AID 602429, 2012 | 0.33% of 360,000 active | SUMO1 binding to a labelled peptide, TR-FRET, 1 h; in the data active = inhibition above about 37%
Rin1-Abl PPI inh = inhibitors of Rin1-Abl protein binding, primary screen, biochemical, TR-FRET; Tyrosine-protein kinase ABL1 (Homo sapiens) + Ras and Rab interactor 1 (Homo sapiens), …; AID 588664, 2011; inhibition, % at 7.35 µM; 0.4% of 360,000 active; in the data active = inhibition above about 5%, passing the limit was not always enough
LMPTP block = LMPTP phosphatase inhibitors, primary screen, biochemical, fluorescence intensity, uHTS; Low molecular weight phosphotyrosine protein phosphatase (Homo sapiens), P24666; recombinant LMPTP-A, OMFP fluorogenic substrate; inhibition, % at 20 µM; 0.22% of 360,000 active;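 active = compounds that cut the enzyme signal by at least half of the control window in the single-dose screen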;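 note: plate controls were DMSO wells with enzyme plus substrate for no effect and substrate without enzyme for full effect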
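Assay system: LMPTP-A phosphatase enzyme | Input: 0.625 nM enzyme | Also added: Fluorogenic phosphatase substrate OMFP at 400 µM final | Compound dosing: One test concentration per compound, 20 µM, with 3% DMSO overall | Schedule: 50 min enzyme reaction at room temperature, protected from light | Signal: Fluorescence intensity | Benchmarks: no-enzyme and uninhibited controls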
Neddylation inh = inhibitors of cullin neddylation, primary screen, biochemical, TR-FRET, uHTS, NAE and Ubc12; calls only at 25 µM; AID 651699, 2012; 0.58% of 360,000 active; NEDD8-conjugating enzyme Ubc12 (Homo sapiens) + NEDD8-activating enzyme E1 regulatory …; in the data active = inhibition above about 36%
Target sequence (P61081 whole entry, looked up): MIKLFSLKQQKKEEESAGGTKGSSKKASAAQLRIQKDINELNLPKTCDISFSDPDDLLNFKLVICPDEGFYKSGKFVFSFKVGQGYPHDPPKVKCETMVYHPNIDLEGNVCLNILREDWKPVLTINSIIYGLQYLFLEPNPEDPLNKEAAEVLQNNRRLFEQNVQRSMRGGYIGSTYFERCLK
Target sequence (Q13564 whole entry, looked up): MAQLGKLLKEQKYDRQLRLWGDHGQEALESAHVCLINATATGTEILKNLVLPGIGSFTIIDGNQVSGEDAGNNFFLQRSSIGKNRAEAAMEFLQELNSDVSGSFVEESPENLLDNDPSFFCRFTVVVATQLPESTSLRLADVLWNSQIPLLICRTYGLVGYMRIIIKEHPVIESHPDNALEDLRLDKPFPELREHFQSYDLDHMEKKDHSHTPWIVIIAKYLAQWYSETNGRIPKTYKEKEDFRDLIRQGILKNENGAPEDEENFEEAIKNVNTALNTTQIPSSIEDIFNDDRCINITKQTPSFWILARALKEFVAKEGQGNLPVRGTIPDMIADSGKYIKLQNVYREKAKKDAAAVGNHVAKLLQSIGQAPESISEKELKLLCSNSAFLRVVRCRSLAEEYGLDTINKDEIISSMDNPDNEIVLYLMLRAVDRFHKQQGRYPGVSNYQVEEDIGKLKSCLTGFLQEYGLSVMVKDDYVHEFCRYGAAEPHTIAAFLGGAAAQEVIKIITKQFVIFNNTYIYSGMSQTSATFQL
* = called active by the depositor; i = inactive; nt = not tested or not shown.

A first look:
SMILES	NadD inh	CSN inh	STEP inh	DNMT1 block	Rpn11 block	Scp-1 inhibitor	SUMO1-SIM PPI	Rin1-Abl PPI inh	LMPTP block	Neddylation inh
CCCNS(=O)(=O)c1ccc(CCC(=O)N2CCC(C)CC2)cc1	0	1	4	-5	i	-15	1	4	-1.7	i
CC(=O)CCSc1ncnc2sc(-c3ccccc3)cc12	-9	4	2	-4	i	-15	-24	-3	-0.4	i
CC1=CCC2C(=O)N(c3cccc(C(=O)Nc4ccc(Cl)cc4)c3)C(=O)C2C1 (stereo not drawn)	-5	1	2	-1	i	-13	7	-1	2.9	i

This part in full, from the start:
SMILES	NadD inh	CSN inh	STEP inh	DNMT1 block	Rpn11 block	Scp-1 inhibitor	SUMO1-SIM PPI	Rin1-Abl PPI inh	LMPTP block	Neddylation inh
CCCNS(=O)(=O)c1ccc(CCC(=O)N2CCC(C)CC2)cc1	0	1	4	-5	i	-15	1	4	-1.7	i
CC(=O)CCSc1ncnc2sc(-c3ccccc3)cc12	-9	4	2	-4	i	-15	-24	-3	-0.4	i
CC1=CCC2C(=O)N(c3cccc(C(=O)Nc4ccc(Cl)cc4)c3)C(=O)C2C1 (stereo not drawn)	-5	1	2	-1	i	-13	7	-1	2.9	i
C/C(=N\NC(=O)c1ccc(C)cc1C)c1ccc2c(c1)OCO2	0	5	-2	3	i	-3	3	1	-0.6	i
Cc1cccc(Nc2ncnc(N)c2[N+](=O)[O-])n1	4	11	-2	2	i	6	-20	1	-1.1	i
O=C(CCS(=O)(=O)c1ccc(Cl)cc1)Nc1ccc(F)cc1	1	0	-1	0	i	-5	0	3	0.2	i
CCCCCCCOc1ccc(C2CC(=O)N(C)C2=O)cc1 (stereo not drawn)	-7	-1	-1	8	i	-6	-2	0	0.1	i
COc1ccc(OC)c(N2Cc3ccccc3C2)c1	15	-2	1	-11	i	-1	-4	2	1.0	i
O=C(O)COc1ccc(/C=N/n2c(COc3ccccc3)nc3ccccc3c2=O)cc1	3	0	-5	0	i	1	57*	-6	-1.6	i
COc1ccccc1CNC(=O)C1CCCN1S(=O)(=O)c1cccc2cccnc12 (stereo not drawn)	-4	-4	3	1	i	-12	2	0	-2.2	i
O=[N+]([O-])c1ccc(O)c(/C=N/Nc2nc3ccccc3[nH]2)c1	2	-3	2	4	i	-7	8	0	1.8	i
Cc1cc(NC(=O)C2CCCN2C(=O)Nc2cccc(Cl)c2)ccc1-n1cnnn1 (stereo not drawn)	-8	-6	-1	-1	i	2	3	2	-0.2	i
C/C(=N\NC(=O)c1cc(Br)ccc1O)c1ccccn1	-8	-2	2	26	i	-9	-2	-5	-1.0	i
O=C(COc1ccc(Cl)cc1)NCC(=O)N1CCC2(CC1)NCCc1[nH]cnc12	-6	1	7	-2	i	-9	3	0	-0.9	i
COc1cccc(NC(=O)[C@H](C)NC(=O)C2CCN(S(=O)(=O)c3ccc(C)cc3)CC2)c1	-8	2	-1	2	i	-7	0	-2	-1.9	i
O=C(COC(=O)COc1cc(Cl)c(Cl)cc1Cl)NC1CC1	-7	-1	-2	-2	i	-38	23	-1	-0.2	i
O=S(=O)(CCc1ccncc1)C1Cc2cccc3cccc1c23 (stereo not drawn)	-7	-1	-3	-2	i	4	-5	0	-5.6	i
Cc1cc(NC(=O)CCC(=O)N(c2ccccc2)C(C(=O)NC2CCCC2)c2ccccc2C)no1 (stereo not drawn)	-9	2	-1	1	i	-3	2	2	0.1	i
COc1ccc(/C=N/Nc2ccc([N+](=O)[O-])cc2S(=O)(=O)N2CCN(C)CC2)cc1	-7	34	-15	56*	nt	2	6	-3	-1.1	i
CCC(=O)Nc1ccc(S(=O)(=O)N2CCc3ccccc3C2)cc1	-3	2	-4	-6	i	-6	1	3	0.1	i
FC(F)(F)c1nc2ccccc2n2c(-c3ccc(Cl)cc3Cl)nnc12	-3	4	-1	1	i	3	-16	1	0.3	i
C/C(=N\N1CCN(C)CC1)c1ccc(OC(F)F)cc1	3	-3	3	-3	i	-3	-1	2	1.7	i
O=C(CS(=O)(=O)c1cn(Cc2cccc(F)c2)c2ccccc12)N1CCCCC1	8	3	-4	0	i	-3	2	1	-0.6	i
NC(=O)Cc1c[nH]c2cccc(O)c12	3	7	-4	-9	i	-8	2	-2	0.4	i
COC(CNC(=O)CCc1c(C)nc2c(-c3ccc(F)cc3)c(C)nn2c1C)OC	-4	1	0	2	i	-1	2	2	-0.7	i
CCCCSCCCNC(=O)Nc1ccc(C)c(C)c1	-11	-4	-1	13	i	-5	0	4	-0.6	i
COc1ccc(C(=O)NNC(=O)c2ccncc2)cc1[N+](=O)[O-]	-1	-4	-3	3	i	1	-14	8	-2.8	i
COc1cc(/C=C(\C#N)c2nc3ccccc3[nH]2)ccc1Oc1ccc([N+](=O)[O-])cn1	33*	7	0	-3	i	9	-18	-1	3.3	i
Cc1ccc(NC(=O)CN(C)C(=O)c2ccccn2)cc1	-3	-5	-2	0	i	0	5	2	0.0	i
Cc1ccc(/C=C/C(=O)NCc2cccs2)c(C)c1	-2	-5	-6	13	i	-7	-4	-1	1.4	i
NC(=S)NN=Cc1ccc(-c2ccc(S(=O)(=O)Nc3ncccn3)cc2)o1	20	30	3	89*	i	3	33	2	13	i
COc1ccc(C2=NO[C@H]3C[C@](C(=O)NC(C)C)(S(=O)(=O)c4ccccc4)C[C@@H]23)cc1	0	3	2	-3	i	-5	3	-1	-2.7	i
COc1ccc(C(=O)N/C(=C\c2ccco2)C(=O)OCc2ccco2)cc1	-5	4	1	2	i	-1	-16	-6	0.4	i
O=C(CS(=O)(=O)c1ccc(Cl)cc1)N1CCN(c2ccccc2)CC1	3	-3	0	2	i	nt	2	-2	-1.4	i
Cc1cc(C)n(CCCNC(=O)C(C)(C)Oc2ccc(Cl)cc2)n1	-11	1	0	1	i	-5	1	1	-2.6	i
CCCCn1c(Cn2nc(C(=O)O)c3ccccc3c2=O)nc2cc(S(N)(=O)=O)ccc21	3	3	1	1	i	-3	-6	2	-1.6	i
COc1ccc(N(CC(=O)Nc2cccc(SC)c2)S(C)(=O)=O)cc1	-8	3	-3	-2	i	-6	3	0	0.5	i
Cc1ccc(C)n1-c1ccc(C(=O)NN)cc1	6	0	4	-5	i	-10	0	0	0.1	i
CCc1ccccc1NC(=O)CCN1C(=O)C2CC=CCC2C1=O (stereo not drawn)	-5	1	-2	1	i	7	1	0	0.2	i
Cc1cc(C)cc(-n2c(C)cc(/C=N/NC(=O)c3ccncc3)c2C)c1	0	1	3	-2	i	-9	-1	0	2.1	i
O=C(O)Cc1ccc(NC(=O)c2cnccn2)cc1	-2	-3	3	1	i	-7	3	3	0.2	i
O=C(c1cc(Cl)ccc1Cl)N1CCN(Cc2ccccc2)CC1	3	2	-1	0	i	-4	1	-1	-0.3	i
Cc1ccc(C(=O)Nc2ccc(CC(=O)O)cc2)o1	5	4	1	2	i	0	9	-2	0.5	i
CC(=O)NCCc1ccc(S(=O)(=O)Nc2ccc3c(c2)OCCO3)cc1	-2	-6	1	1	i	-8	1	0	-1.4	i
CCOC(=O)N1CCN(CC(O)COCC2=CCC3CC2C3(C)C)CC1 (stereo not drawn)	-3	0	0	-6	i	-4	-4	-2	0.1	i
O=C(O)c1ccc(-n2cccn2)c([N+](=O)[O-])c1	-8	-3	-4	3	i	4	-6	0	-0.9	i
Cc1cc(C(=O)CCC(=O)N2CCN(c3ccccc3F)CC2)c(C)s1	-6	4	3	-3	i	-6	4	0	0.6	i
Cc1ccc(S(=O)(=O)/N=C(/Nc2cccc(C(=O)O)c2)c2ccccc2)cc1	-6	5	0	2	i	-7	3	0	-0.7	i
COCCNC(=O)c1ccc(CS(=O)(=O)c2ccccc2C)o1	-7	-3	-2	0	i	4	-2	1	-0.5	i
COC(=O)C[C@@H]1C[C@@H]2c3cc(NC(=O)Cc4ccncc4)ccc3O[C@@H]2[C@@H](CO)O1	2	4	-2	1	i	nt	-1	-3	-0.2	i

Next part
SMILES	NadD inh	CSN inh	STEP inh	DNMT1 block	Rpn11 block	Scp-1 inhibitor	SUMO1-SIM PPI	Rin1-Abl PPI inh	LMPTP block	Neddylation inh
CCOc1ccc(C(=O)N2CCN(Cc3ccccc3)CC2)cc1OCC	-4	-1	-1	3	i	-2	6	-2	-2.1	i
OC(COCc1ccc(Cl)cc1)CN1CCCCC1 (stereo not drawn)	-1	-4	0	2	i	-2	-4	0	-1.8	i
O=C(c1cc(-c2ccc(Cl)cc2)nc2ccccc12)N1CCC1	3	1	0	-3	i	-5	-40	-2	-3.7	i
CC1(C)Cc2c(C#N)c(SCC(=O)O)nc(N3CCOCC3)c2CO1	-3	4	-2	-2	i	18	7	0	-1.4	i
Cc1ccn2c(NCc3ccccc3)c(-c3cccs3)nc2c1	-1	3	3	-3	i	1	-9	1	1.9	nt
CCCNC(=O)CN1CCC(c2nc3ccccc3[nH]2)CC1	-2	-5	0	0	i	-11	4	2	-1.0	i
CC1(C)COC2(OC1)C(=O)N(CN1CCOCC1)c1ccccc12	-1	4	2	4	i	-5	1	-2	0.0	i
CCCCC(=O)Nc1ccc(C(=O)Nc2cccnc2)cc1	-2	2	2	4	i	-5	3	-4	-0.8	i
CC(=O)Nc1ccc(S(=O)(=O)NCCc2ccc3c(c2)OCCO3)cc1	-1	-5	0	-1	i	nt	2	1	0.6	i
O=C(NCc1ccncc1)C(=O)NCC1OCCN1S(=O)(=O)c1ccc(Cl)cc1 (stereo not drawn)	1	-3	0	-1	i	-1	3	1	0.0	i
N#CCCCC1(CCCC#N)OCCO1	-3	-3	-4	0	i	-13	-3	-2	-2.6	i
CC(NCc1cccs1)c1ccccc1 (stereo not drawn)	-2	6	-3	2	i	1	-4	6	-0.7	i
